hiPSC survival: enhancers of human iPSC single-cell survival | 0.044% of 360,000 active | hiPSC single-cell survival, ATPlite luminescence; 100% = ROCK inhibitor wells, 0% = DMSO | survival enhancement, % at 20 µM; in the data active = survival enhancement above about 18%;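 note: cells exposed to compounds for 16 hours before the ATP read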
CaV13 FRET inh: Disruptors of the CACNA1D IQ motif to Ca2+-dependent inactivation inhibitor domain association, primary screening, Förster resonance energy transfer in intact living …; HEK cells, CFP/YFP FRET ICDI-IQ, plate reader, 10 min; percent FRET-ratio fall versus neutral wells; inhibition, % at 12.3 µM; 0.098% of 340,000 active;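 active = mean replicate inhibition of at least 30% and at least 1% of replicates passing that level; inconclusive = only one of the two criteria is met; inactive = neither criterion is met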;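 note: 0% = median of the neutral control wells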
ABCB6 inh MLPCN: human ABCB6 transporter inhibition; Q9NP58; K562-ABCB6 porphyrin accumulation, flow cytometry, 1 h; hits give low values; fluorescence ratio to DMSO, % at 10 µM; 0.19% of 360,000 active; AID 602162;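 active = fluorescence ratio to DMSO below 75%, the collection mean minus 3 SD; inconclusive = too few cells collected in the well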;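 note: signal is porphyrin accumulated inside mitochondria; 100% equals median channel fluorescence of DMSO control wells; lower ratio means ABCB6 inhibition with less porphyrin fluorescence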
Vif imaging: inhibitors of HIV Vif. HEK293T cells, Vif self-association by quenched fluorescence, imaging, 24 h. AID 602346. 0.35% of 340,000 active. inhibition, % at 7.49 µM; in the data active = inhibition above about 50%, passing the limit was not always enough; inconclusive = no clear call, values can overlap the other calls; inactive = below about 31%; note: some results filed as inactive read as strong as hits
Granule exo inh: blocks lytic granule exocytosis; TALL-104 LAMP-1 surface exposure, flow cytometry; cells stimulated with thapsigargin and PMA; inhibition, % at 10 µM; 0.66% of 360,000 active; AID 651702;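 active = inhibition above about 55%, limit read from the data; inconclusive = no clear call, values can overlap the other calls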
aDG glyco up: increases alpha dystroglycan glycosylation | Pro5-aDG cells, alpha-DG glycosylation AlphaScreen (IIH6); 0% Pro5, 100% B10-LARGE cell signal | activation, % at 10 µM | 0.22% of 360,000 active | AID 624168;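 active = activation of at least 8% versus controls, or a plate z-score of at least 8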;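 note: Pro5 are CHO cells carrying HIG-tagged alpha-DG that lacks glycosylation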
Glyco luc inh: N-linked glycosylation inhibition; 0.23% of 360,000 active; AID 588692; D54 ERlucT glycosylation luciferase reporter, 24 h; percent of 100 nM tunicamycin response; reporter increase, % at 12.5 µM;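 active = mean luciferase reporter signal, scaled so untreated is 0 and the glycosylation-blocking control 100, at or above a set limit in every replicate; inconclusive = mean reaches the limit but not every replicate does; inactive = mean below the limit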;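 note: luciferase carries N-glycosylation sites so blocking glycosylation raises the light; 0% = median of neutral control wells and 100% = median of 100 nM tunicamycin wells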
PDI turbidity: blocks human protein disulfide isomerase activity. P07237. PDI insulin aggregation turbidity, A650, 90 min. inhibition, % at 10 µM. 0.052% of 350,000 active;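 active = mean inhibition across replicates of 30% or more, whatever share of single replicates reach that level; inconclusive = mean inhibition below 30% while every single replicate reaches 30%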;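 note: absorbance from insulin aggregation driven by PDI reduction with DTT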
Target sequence (P07237 whole entry, looked up): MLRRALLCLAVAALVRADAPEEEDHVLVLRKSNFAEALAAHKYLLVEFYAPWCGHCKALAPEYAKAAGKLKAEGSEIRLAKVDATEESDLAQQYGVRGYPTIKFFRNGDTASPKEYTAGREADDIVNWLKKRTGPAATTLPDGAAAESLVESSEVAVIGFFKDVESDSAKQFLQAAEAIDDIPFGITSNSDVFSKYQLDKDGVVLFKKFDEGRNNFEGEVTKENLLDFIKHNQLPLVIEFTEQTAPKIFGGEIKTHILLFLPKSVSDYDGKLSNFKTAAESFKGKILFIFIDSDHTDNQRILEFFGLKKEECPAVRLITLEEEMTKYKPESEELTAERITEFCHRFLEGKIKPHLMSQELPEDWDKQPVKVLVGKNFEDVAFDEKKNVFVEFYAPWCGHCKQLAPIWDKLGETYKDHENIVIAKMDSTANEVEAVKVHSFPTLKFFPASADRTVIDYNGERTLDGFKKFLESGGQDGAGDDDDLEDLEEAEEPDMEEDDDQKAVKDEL
m5-HT2A agonist: mouse HTR2A agonism via beta-arrestin recruitment; P35363; CHO-K1 mHTR2A beta-arrestin complementation, luminescence; percent of 30 µM serotonin response; activation, % at 7.6 µM; 0.66% of 360,000 active;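 active = activation above a run cutoff, the mean activation of all tested compounds plus 3 SD, cut at about 14% in these data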;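 note: 0% = plate median of compound wells and 100% = 30 µM serotonin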
Target sequence (P35363 whole entry, looked up): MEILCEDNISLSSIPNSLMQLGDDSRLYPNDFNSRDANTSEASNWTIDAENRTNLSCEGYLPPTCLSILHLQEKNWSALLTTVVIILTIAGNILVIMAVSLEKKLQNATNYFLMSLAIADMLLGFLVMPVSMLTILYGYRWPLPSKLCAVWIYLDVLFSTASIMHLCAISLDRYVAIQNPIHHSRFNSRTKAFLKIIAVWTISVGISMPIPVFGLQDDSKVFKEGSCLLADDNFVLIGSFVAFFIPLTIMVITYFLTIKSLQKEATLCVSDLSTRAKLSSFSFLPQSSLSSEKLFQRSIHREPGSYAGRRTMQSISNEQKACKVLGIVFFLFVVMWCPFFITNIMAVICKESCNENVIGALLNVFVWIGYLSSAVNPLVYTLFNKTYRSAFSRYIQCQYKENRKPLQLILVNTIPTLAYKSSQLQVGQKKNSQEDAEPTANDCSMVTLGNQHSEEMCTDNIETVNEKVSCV
Cardio protect: protects H9c2 cardiomyocytes from peroxide injury; H2O2 injury protection, ATPLite, 2 h; protection from H2O2 cell death, % at 20 µM; AID 588492; 0.63% of 360,000 active;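 active = compounds giving at least 50% protection of heart cells from peroxide-induced death in the single-dose screen, raw or plate-pattern-corrected value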;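 note: 0% = DMSO wells with peroxide and 100% = DMSO wells without peroxide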
Active calls of the source: *; ? = inconclusive; · = not tested or not shown.

SMILES | hiPSC survival | CaV13 FRET inh | ABCB6 inh MLPCN | Vif imaging | Granule exo inh | aDG glyco up | Glyco luc inh | PDI turbidity | m5-HT2A agonist | Cardio protect
COc1cc(/C=C2\Oc3ccc(C#Cc4ccc(O)cc4)cc3C2=O)cc(OC)c1 | 0.3 | · | 84 | 1 | -3 | -0.6 | 2 | 11 | -3 | 0
CC1CCc2cc(F)ccc2N1C(=O)C1(C)CC1(Cl)Cl (centres undefined) | -1.7 | · | 92 | -4 | -1 | 0.0 | -2 | 2 | 1 | 4
CCC(CC)CN1CCC(CN2C(=O)C(=O)NC[C@@H]2[C@@H](C)CC)CC1 | 1.8 | · | 103 | · | -4 | 0.1 | 1 | -2 | -3 | -3
COC(=O)c1c(NC(=O)C2SC(=NC3CCCCC3)C(C(N)=O)=C2N)sc2c1CCCC2 (centres undefined) | 1.0 | -5 | 96 | -4 | -3 | 0.5 | -2 | -4 | 2 | -12
CC1(C)C=C2[C@H]3CC[C@@H]4[C@@]5(C)CCC(=O)C(C)(C)[C@@H]5CC[C@@]4(C)[C@]3(C)CC[C@@]2(C(=O)O)CC1 | -0.5 | -5 | 94 | -4 | -2 | 0.0 | -4 | -7 | 4 | -6
Cc1ccc([C@H]2C[C@H](n3cc(-c4ccc(F)cc4)nn3)[C@@H](O)CN2C(=O)c2cccs2)cc1 | -0.1 | -5 | 99 | 3 | 0 | -0.3 | 0 | 4 | -5 | -1
CS(=O)(=O)c1cccc(C(=O)Nc2cccc(-c3nc4ccccc4[nH]3)c2)c1 | 1.0 | -3 | 105 | -1 | -10 | -0.6 | 3 | 5 | -5 | 42
COc1ccc(C(N)=O)cc1NC(=O)c1cccc(F)c1 | -1.6 | -5 | 99 | -17 | 4 | -0.2 | 3 | -4 | 4 | 4
CC(NC(=O)CN1C(=O)NC2(CCCCC2)C1=O)c1ccc(S(N)(=O)=O)cc1 (centres undefined) | -0.3 | -6 | 104 | 15 | 8 | 0.0 | 2 | 1 | -4 | 1
Cc1ccc(NC(=O)N2CCCCC2)cc1[N+](=O)[O-] | -0.5 | -12 | 91 | -6 | 9 | 0.0 | -2 | 8 | 2 | -2
Cc1ccc(NC(=O)c2sc(N)nc2C)cc1 | -0.4 | -21 | 96 | 5 | 0 | 0.1 | 0 | 3 | 9 | 0
O=C(/C=C/c1cccc(Cl)c1)NCc1ccccc1 | 0.7 | -2 | 94 | 15 | -2 | 1.3 | 0 | 0 | 0 | -2
COc1ccc(S(=O)(=O)N2CCOC2CNC(=O)C(=O)NCCCN2CCOCC2)cc1OC (centres undefined) | 1.2 | · | 92 | 4 | 1 | 0.0 | -1 | -3 | -4 | -5
O=C(Cn1nc(-c2ccccc2)c2ccccc2c1=O)Nc1ccccn1 | -0.3 | 0 | 100 | 3 | -1 | 0.3 | -5 | -6 | -1 | 16
Cc1ccccc1-c1cc(C(=O)Nc2sc(C(=O)OC(C)C)c(C)c2C#N)c2ccccc2n1 | -2.5 | -3 | 96 | -7 | 10 | -0.3 | -10 | 2 | 5 | -20
CC(=O)Nc1ccc(S(=O)(=O)N2CCC(Oc3ccc(-n4cnnn4)cc3)CC2)cc1 | 0.1 | -2 | 106 | -1 | 0 | -0.5 | 1 | -7 | 1 | 7
CCC(C)n1c(-c2cccs2)nc2nc3ccccc3nc21 (centres undefined) | 15 | -4 | 95 | 68* | 47 | 0.1 | 2 | -9 | 1 | 6
COc1ccccc1CCN=C(N)NS(=O)(=O)c1ccc(F)cc1 | 0.1 | -6 | 94 | · | 3 | 0.3 | · | -5 | 4 | -4
Cc1c(N2CCCC2)cc2c(c1N)C(C)(C)CC2(C)C | -0.4 | -3 | 101 | 3 | 0 | -0.2 | 1 | -4 | -5 | -3
COc1ccc(CNC(=O)C(c2ccc(C)o2)N(C(=O)c2csnn2)c2ccc(C(C)C)cc2)cc1 (centres undefined) | 4.6 | · | 95 | -3 | -2 | 0.1 | -3 | 0 | -2 | -1
O=C1c2ccccc2C(=O)N1OCc1c(F)cccc1Cl | -0.7 | -5 | 102 | 7 | 9 | -0.2 | -2 | -3 | 2 | 12
CCOC(=O)c1cc2sccc2n1CC(=O)N1CCc2ccccc21 | -0.3 | -10 | 95 | -4 | -4 | 0.4 | ? | 1 | 4 | 0
N#Cc1cccc(NC(=O)COC(=O)c2ccccc2C(=O)c2ccc(Cl)c([N+](=O)[O-])c2)c1 | 1.4 | -4 | 80 | ? | 39 | 0.0 | 10 | 10 | -9 | -17
CCCC(C(=O)NC(C)(C)CC)N(CC1CCCO1)C(=O)CNS(=O)(=O)c1ccc(F)cc1 (centres undefined) | 2.2 | -2 | 94 | -2 | -5 | 0.0 | -1 | 10 | -3 | 5
CCN(CC(=O)Nc1cccc(OC)c1)c1ncnc2sc(C)c(C)c12 | -0.3 | -5 | 94 | -7 | 3 | 3.3 | -2 | -16 | -2 | -13
COC(=O)c1ccc(OC(=O)CCN2c3ccccc3Sc3ccccc32)cc1 | 0.3 | -5 | 97 | · | 5 | 0.1 | 2 | 3 | 4 | 15
Cc1c(NC(=O)C(C)OC(=O)c2ccccc2O)c(=O)n(-c2ccccc2)n1C (centres undefined) | -0.4 | -3 | 103 | 14 | 1 | -0.2 | 1 | 0 | -4 | -2
O=C(C1CCCO1)N1CCC(c2nc3ccccc3[nH]2)CC1 (centres undefined) | -0.6 | -7 | 104 | · | -5 | 0.0 | -1 | 3 | 0 | 2
CN(C(=O)NC1CC(=O)N(c2ccc3c(c2)OCCO3)C1)c1ccccc1 (centres undefined) | -0.5 | -7 | 96 | 7 | -6 | -0.1 | 1 | -4 | 4 | -1
CCCc1cnc(N2CCN(C(=S)NC)CC2)nc1 | -0.7 | -4 | 99 | -10 | 12 | 0.0 | 0 | -1 | 17* | 3
O=C1N=C2SCCN2/C1=C\c1ccccc1Cl | 9.9 | -6 | 102 | -4 | -2 | -0.1 | 1 | 1 | 0 | -9
CC(C)c1[nH]nc2c1C(C1C=CCCC1)C(C#N)=C(N)O2 (centres undefined) | 0.0 | -4 | 104 | -7 | 5 | 0.1 | 2 | 5 | 3 | 1
CCOC(=O)c1ccc(-c2ccc(/C=C(\C#N)C(=O)NCC3CCCO3)o2)cc1 (centres undefined) | -2.3 | -6 | 97 | 1 | 0 | 0.6 | 2 | 4 | -1 | 52*
CC(C)(C)NC(=O)CN(C(=O)CS(=O)CC(=O)Nc1ccc(F)cc1)c1ccccc1F (centres undefined) | 0.3 | -3 | 102 | 3 | -4 | -0.1 | 1 | 4 | -1 | -7
COc1cccc(-n2nnc3c(=O)n(Cc4ccc(C)cc4)cnc32)c1 | -0.9 | -9 | 103 | -6 | -6 | 0.1 | 4 | -4 | 1 | 3
CCOC(=O)N1CCC(NC(=O)c2cc3ccccn3n2)CC1 | -0.6 | -3 | 96 | -10 | 6 | -0.1 | -1 | · | 5 | 17
COc1ccc(OC)c(NC(=O)CNC(=O)c2cccs2)c1 | 0.7 | -8 | 96 | -1 | -2 | 0.2 | 1 | -1 | 2 | 7
CC(C)(C)NS(=O)(=O)c1ccc(CCC(=O)NCc2ccc3c(c2)OCO3)cc1 | -1.4 | · | 87 | -5 | 0 | -0.2 | -1 | 3 | -1 | 2
CCC(C)[C@H](NC(=O)NCc1ccc(S(N)(=O)=O)cc1)C(=O)O (some centres undefined) | -0.5 | -4 | 96 | -3 | -3 | 0.0 | 2 | -9 | 8 | 4
CCSc1nnc(NC(=O)CN(C)S(=O)(=O)c2ccc(F)cc2)s1 | 6.9 | -7 | 97 | ? | -1 | -0.1 | 0 | 16 | 3 | 10
COc1cc2c(ccc3cc(OC)c(OC)c(O)c32)cc1O | -4.6 | · | 100 | 21 | 5 | 0.4 | -6 | · | 6 | -7
Cc1ccc(S(=O)(=O)N(C)c2ccc(OCC(=O)Nc3cccc(-n4cnnn4)c3C)cc2)cc1 | 1.6 | -6 | 93 | 2 | -3 | -0.4 | -3 | 2 | -4 | -3
O=C(CN1CCN(S(=O)(=O)c2ccc(Cl)cc2)CC1)Nc1ccc2c(c1)OCCO2 | -2.2 | 0 | 87 | 6 | 0 | 0.4 | -1 | 3 | -2 | -6
O=C(O)CC1(CC(=O)Nc2ccc(Cl)cc2C(=O)c2ccccc2)CCCC1 | -0.1 | -5 | 98 | · | -4 | 0.2 | 1 | 6 | 3 | 3
Cc1ccccc1NC(=O)NC1(C(=O)N2CCOCC2)CCCCC1 | 0.0 | -4 | 80 | 0 | -2 | 0.3 | -1 | -4 | 1 | 3
c1ccc2c(c1)oc1c(-c3cccc4nccn34)cccc12 | 4.0 | -6 | 105 | -6 | -11 | 0.2 | 11 | -3 | -7 | -6
Cc1ccc(OCC(=O)Nc2ccc3c4c(cccc24)CC3)c(C)c1 | 1.3 | -7 | 113 | 3 | -1 | -0.2 | 2 | -33 | -2 | -26
CC(=O)N1CC(=O)N(c2ccccc2)C1=O | -0.4 | -3 | 98 | -8 | 1 | 0.0 | -1 | -1 | 8 | 3
CCn1nccc1C(=O)Nc1cccc(C)c1C | -0.2 | -6 | 97 | 4 | -5 | -0.1 | 6 | 6 | 1 | -2
CCCCC(=O)NCCc1cc2c(OC)ccc(OC)c2[nH]c1=O | -0.3 | -2 | 99 | -2 | 1 | 0.0 | 5 | -1 | 8 | 8
O=[N+]([O-])c1cccc(S(=O)(=O)NC2CC3CCC2C3)c1 (centres undefined) | -0.5 | -22 | 100 | -2 | 2 | -0.1 | 1 | -1 | -1 | -3
CCN(CC)S(=O)(=O)c1ccc2c(c1)nc(SCC(=O)NCC1CCCO1)n2CC (centres undefined) | -0.5 | -4 | 98 | -16 | -2 | 0.0 | -2 | 7 | -7 | 10
CCOc1cc(C(=O)Nc2ccc(NC(C)=O)cc2)ccc1OCC(=O)N1CCCCC1 | -2.7 | -5 | 92 | 6 | 7 | 0.0 | 1 | 0 | 2 | 27
CCCCC[C@H](O)/C=C/[C@@H]1[C@@H](C/C=C\CCCC(=O)O)[C@H]2CO[C@@H]1C2 | 0.1 | -5 | 103 | 1 | -5 | 0.0 | 23 | -9 | 5 | -2
Cc1cccc(C)c1NC(=S)N(Cc1ccco1)C1CCN(C(C)C)CC1 | -0.1 | -2 | 104 | 7 | -1 | -0.1 | 0 | -6 | -2 | 8
CC(C)(C)c1ccc(C(=O)NC(=S)NCc2cccnc2)cc1 | 1.0 | -5 | 94 | 1 | -5 | 0.6 | -2 | 10 | 2 | -10
C[C@H](NS(=O)(=O)c1ccccc1F)C(=O)OCC(=O)Nc1ccc2c(c1)OCCO2 | 4.8 | -8 | 99 | 4 | -1 | 0.1 | 7 | -1 | 0 | 0

Laid out differently: two of the compounds above.
Second line of a record – hiPSC survival | CaV13 FRET inh | ABCB6 inh MLPCN | Vif imaging | Granule exo inh | aDG glyco up | Glyco luc inh | PDI turbidity | m5-HT2A agonist | Cardio protect
c1ccc2c(c1)oc1c(-c3cccc4nccn34)cccc12
 : 4.0 | -6 | 105 | -6 | -11 | 0.2 | 11 | -3 | -7 | -6
Cc1ccc(OCC(=O)Nc2ccc3c4c(cccc24)CC3)c(C)c1
 : 1.3 | -7 | 113 | 3 | -1 | -0.2 | 2 | -33 | -2 | -26
